# Mm-Cpn inhibitor: inhibitors of Methanococcus maripaludis chaperonin (MmCpn). Potency, µM (highest dose often 76.9 µM), without a hit: at the highest dose activity, negative = inhibition, usual class: inhibitors. hit rate 0.031% among 330,000. purified Mm-Cpn ATPase, ADP Transcreener TR-FRET. AID 504842; further: potency means the concentration at half of the fitted maximal effect; on the % scale 0 is the no-effect control and ±100 the full control effect; nearly all actives have a fitted effect of over 80% in size
#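 Purified archaeal chaperonin (25 nM final) was preincubated with compound for 10 min at 37°C, then ATP (10 uM final) was added for 30 min at 37°C in Tris pH 7.4/KCl/MgCl2/DTT buffer. ADP was quantified by HTRF Transcreener TR-FRET.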
# TGFb SMAD3 inh: inhibitors of TGF-b signaling; Potency, µM (doses to about 46.1 µM), inactives show at the highest dose activity, negative = inhibition, hits mostly inhibitors; hit rate 1.2% among 410,000; HepG2 CAGA-GFP TGF-b/SMAD3 reporter, GFP fluorescence, 18 h; TGF-beta stimulated, 500 pg/mL final; further: potency means the concentration at half of the fitted maximal effect; on the % scale 0 is the no-effect control and ±100 the full control effect; nearly all actives have a fitted effect of over 65% in size
#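 Cell-based qHTS in HEPG2 carrying a CAGA-GFP Smad reporter; compounds added before 500 pg/mL final TGF-beta, 18 h incubation at 37 degrees C, GFP fluorescence quantified per cell by imaging cytometry.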
# EPAC2 antag: blocks human EPAC2 exchange factor. EPAC2 GEF exchange of Rap1B-BODIPY-GDP, fluorescence. Q8WZA2. Potency, µM (doses to about 114 µM), inactives show top-dose activity, negative = inhibition, most hits filed as inhibitors. hit rate 0.18% among 360,000; further: potency means the concentration at half of the fitted maximal effect; on the % scale 0 is the no-effect control and ±100 the full control effect; nearly all actives have a fitted effect of over 45% in size; many of its hits are not listed in these tables
# Target sequence (Q8WZA2 whole entry, looked up): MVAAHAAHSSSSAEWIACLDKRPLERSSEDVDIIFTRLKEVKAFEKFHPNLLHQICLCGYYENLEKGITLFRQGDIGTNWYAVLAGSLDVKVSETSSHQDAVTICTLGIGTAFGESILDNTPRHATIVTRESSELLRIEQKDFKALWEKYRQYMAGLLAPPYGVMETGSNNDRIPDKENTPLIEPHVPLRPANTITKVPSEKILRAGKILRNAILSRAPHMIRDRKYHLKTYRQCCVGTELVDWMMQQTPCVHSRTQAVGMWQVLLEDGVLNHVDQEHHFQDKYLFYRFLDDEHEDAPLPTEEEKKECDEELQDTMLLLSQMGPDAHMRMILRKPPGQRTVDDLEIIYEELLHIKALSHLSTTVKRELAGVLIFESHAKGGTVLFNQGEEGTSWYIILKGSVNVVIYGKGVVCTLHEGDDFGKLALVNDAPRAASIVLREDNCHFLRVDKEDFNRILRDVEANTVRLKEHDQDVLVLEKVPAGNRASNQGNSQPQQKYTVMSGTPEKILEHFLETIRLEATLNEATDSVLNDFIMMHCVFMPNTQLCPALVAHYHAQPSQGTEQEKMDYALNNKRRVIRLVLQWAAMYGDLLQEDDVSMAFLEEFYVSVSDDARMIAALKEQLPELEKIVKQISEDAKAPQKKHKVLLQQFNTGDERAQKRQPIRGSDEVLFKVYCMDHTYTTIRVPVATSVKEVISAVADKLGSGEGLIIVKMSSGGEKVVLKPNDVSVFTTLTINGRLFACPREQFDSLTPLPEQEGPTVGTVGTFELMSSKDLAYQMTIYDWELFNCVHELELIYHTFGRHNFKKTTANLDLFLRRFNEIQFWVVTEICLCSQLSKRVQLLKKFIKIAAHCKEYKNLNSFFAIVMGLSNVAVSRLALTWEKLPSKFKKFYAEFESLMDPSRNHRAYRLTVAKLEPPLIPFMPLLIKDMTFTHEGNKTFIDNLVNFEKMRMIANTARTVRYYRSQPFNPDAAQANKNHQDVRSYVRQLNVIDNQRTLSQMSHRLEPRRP
# Nrf2 activator: activators of Nrf2 (ARE) signaling. AREc32 ARE-luciferase reporter (MCF7-derived line), luminescence, 24 h. Potency, µM (doses to about 46.1 µM), for inactives: top-dose activation, most hits filed as activators. hit rate 0.31% among 410,000; further: potency means the concentration at half of the fitted maximal effect; % of control where 0% means no effect; nearly all actives have a fitted effect of over 65% in size
#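 Cells of the AREc32 ARE-luciferase line are plated in OPTI-MEM containing 5% FBS and left overnight at 37 deg C. Compounds are pinned in, incubation continues 24 hr, and firefly luciferase signal is then measured.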
# A549 tox: kills or reduces viability of A549 cells in Nrf2 counter-screen | A549 ARE-Fluc cells, CellTiter-Fluor viability, 18-24 h | AID 504648 | Potency, µM (doses to about 46 µM), inactives show at the top dose activity change, negative = cytotoxicity, most hits filed as inhibitors | hit rate 0.16% among 390,000; further: potency means the concentration at half of the fitted maximal effect; on the % scale 0 is the no-effect control and ±100 the full control effect
#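 A549 ARE_Fluc cells in 5% FBS OPTI-MEM were exposed to compounds in concentration-response for 18-24 h at 37 deg C. Viability was read by CellTiter-Fluor fluorescence (Ex 405/Em 525) after 30 min, before the luciferase read.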
# EPAC2 ag: EPAC2 (human) agonism; Q8WZA2; EPAC2 activation, biochemical qHTS; response scale: 100% = 6.5 mM cAMP response; Potency, µM (doses to about 154 µM), without a hit: at the top dose activation, hits mostly activators; hit rate 0.079% among 360,000; further: potency means the concentration at half of the fitted maximal effect; nearly all actives have a fitted effect of over 50% in size
#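 Compounds were added across a concentration range to EPAC2 (100 nM), RAP1B-BODIPY-GDP (250 nM) and GDP (50 uM). After 5 min at room temperature, fluorescence was recorded at 5-min intervals for 30 min.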
# Nrf2 inh: inhibitors of Nrf2 signaling. A549 ARE-Fluc reporter, luciferase luminescence, 18-24 h. Potency, µM (series often up to 46 µM), for the others: at the top dose activity change, negative = inhibition, actives largely listed as inhibitors. hit rate 2.1% among 360,000; further: potency means the concentration at half of the fitted maximal effect; on the % scale 0 is the no-effect control and ±100 the full control effect; nearly all actives have a fitted effect of over 60% in size
#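 Nrf2 function is reported as luminescence of an ARE-controlled luciferase in A549 cells. Compounds were tested at several concentrations, and a CellTiter-Fluor read on the same wells flagged cytotoxicity.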
# CCT chaperon mod: cytosolic chaperonin activity modulation; purified chaperonin ATPase assay, HTRF ADP detection, 30 min; activity change, % (no concentration beside the values), hits read low; hit rate 0.3% among 360,000; in the data active means activity change below about -30%; further: on the % scale 0 is the no-effect control and ±100 the full control effect
#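 We incubate TRiC, 40 or 20 nM final, with library compounds at 76 uM and 10 uM ATP for 30 min at 37 °C. ADP formed is detected with Transcreener HTRF reagents after 30 min at room temperature.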
# Akt phos inh: blocks phosphorylation of Akt | Neuro2A IGF-stimulated pAkt S473 HTRF, 20 min; hits give low values | activity change, % for hits at 50 µM | hit rate 0.32% among 360,000; in the data active means activity change below about -80%; inconclusive means mostly about -51% to -80%; further: on the % scale 0 is the no-effect control and ±100 the full control effect
#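 Neuro2A cells (4,500/well, DMEM with 0.5% FBS) were treated with compound at a single 50 µM final concentration, stimulated with 6 nM IGF for 20 min at 37 °C, and lysed. Phospho-Akt Ser473 was read by HTRF as 665/615 ratio ×10^4.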
# Numbers without * were called inactive; i = inactive; ? = inconclusive; . = no result given; [ ] = remark or other dose. Unless noted, the call rests on the fitted dose curve; in most records, active means well fitted curve in the direction sought with a large enough effect; inconclusive means small, poorly fitted or top-dose-only effect, or another doubt; inactive means no such curve, though single readings can be large; an effect the other way counts as inactive or inconclusive. Only part of the results is shown (hit frequency here may not be typical).
SMILES,Mm-Cpn inhibitor,TGFb SMAD3 inh,EPAC2 antag,Nrf2 activator,A549 tox,EPAC2 ag,Nrf2 inh,CCT chaperon mod,Akt phos inh
CCSc1nnc(C(N)Cc2ccccc2)o1 (stereo unspecified),-2%,3%,-2%,0.0%,6%,6%,-14%,-2.0,i
O=C(NCc1ccc(Cl)cc1)C1CCN(C(=O)c2cnn(-c3ccccc3)c2-n2cccc2)CC1,.,?,.,6.7%,-20%,.,?,.,.
Nc1cccc2c1Cc1cc([N+](=O)[O-])ccc1-2,.,18%,5%,3.9%,-5%,9%,14%,-0.8,i
C[C@@H]1CN([C@H](C)CO)C(=O)CCCn2nncc2CO[C@@H]1CN(C)C(=O)Oc1ccccc1,.,2%,20%,0.6%,.,14%,.,-1.9,i
CC(=O)C1C(=O)NC23CCCCC2C1c1ccccc1O3 (stereo unspecified),2%,-4%,0%,0.0%,0%,6%,-3%,2.8,i
CCOC(=O)C(O)(c1ccc(NC(=O)NC)cc1)C(F)(F)F (stereo unspecified),-1%,33%[activator],3%,0.4%,3%,14%,10%,-0.2,i
O=C(/C=C/c1ccccc1)NCCc1cnc[nH]1,0%,4%,9%,2.3%,5%,9%,2%,-2.1,i
COc1ccccc1OCC(=O)N1CCN(Cc2ccc3c(c2)OCO3)CC1,-2%,2%,0%,-1.0%,2%,5%,3%,-2.8,i
COc1ccc(C2SCC(=O)Nc3c2c(C)nn3-c2ccccc2)cc1OC (stereo unspecified),0%,?,0%,0.3%,-16%,3%,-1%,-2.0,.
COC1=CC=C2[C@H]3Cc4ccc(OC)c5c4[C@@]2(CCN3C)[C@H]1O5,-4%,4%,23%,0.1%,1%,4%,4%,-0.9,i
ClCCOCCCl,-5%,-1%,3%,0.0%,-1%,7%,2%,-3.3,.
COc1ccc(CN2CCCC(C(=O)c3sccc3C)C2)cc1O (stereo unspecified),0%,-8%,0%,0.0%,-3%,6%,-20%,0.3,i
O=C1/C(=C/c2cccnc2)N2CCC1CC2,-2%,5%,14%,-0.1%,-17%,15%,-28%,1.6,i
CCCc1nc2ccccc2c(=O)n1-c1ccc(OC)cc1,2%,-8%,14%,0.4%,-13%,10%,2%,-0.9,i
Nc1ccc(Br)cc1,.,-4%,15%,5.1%,12%,12%,7%,-6.3,i
C[C@@H]1CN([C@@H](C)CO)C(=O)c2cccc(NC(=O)c3ccncc3)c2O[C@@H]1CN(C)Cc1ccc(-c2ccccc2)cc1,0%,?,5%,8.0%,1%,-1%,-7%,2.4,i
CN1Cc2cnnn2-c2ccccc2C1c1ccccc1 (stereo unspecified),.,3%,-25%,-1.3%,0%,3%,5%,2.0,i
C=CCn1c(O)c(C(C)=NCCC2=CCCCC2)c(=O)[nH]c1=O,0%,-6%,-4%,-0.9%,15%,0%,?,1.9,i
CN1CCc2nc3sc(C#N)c(N)c3c(-c3cccs3)c2C1,-10%,-27%,-2%,-0.3%,-1%,-4%,?,-2.0,i
CC(C)(C)C(=O)OC[N+](C)(C)CCOC(=O)C(O)(c1ccccc1)C1CCCC1 (stereo unspecified),-12%,-9%,14%,1.3%,4%,11%,-4%,-4.2,i
CCC(=O)[C@@H](C)[C@@H](O)[C@H](C)C[C@@H](C)C1OC(=O)C[C@@]2(O)CC=C(C)C(O2)C(C)=CCCC[C@H](O[C@H]2C[C@@H](OC(N)=O)[C@H](O)[C@@H](C)O2)C=C[C@H](C)C[C@H]1C (stereo partly specified),.,.,0%,-0.5%,.,-16%,.,-0.5,i
COC(=O)CCCCC1SCC(NC(=O)c2ccccc2)C1Cl (stereo unspecified),3%,-21%,-1%,0.0%,5%,0%,-21%,2.9,i
CN1C(=O)C(C2CCCCC2)C(=O)N(C)C1=O,.,-1%,7%,0.2%,-1%,-1%,7%,-1.4,i
COc1ccc(CCNCc2ccccc2)cc1,-2%,0%,8%,-0.7%,0%,8%,-3%,0.3,i
Cc1cc(C)c(N=Cc2c(O)[nH]c(=O)[nH]c2=O)c(C)c1,1%,1%,-6%,0.0%,-5%,-2%,10%,-1.3,i
# The list continues:
SMILES,Mm-Cpn inhibitor,TGFb SMAD3 inh,EPAC2 antag,Nrf2 activator,A549 tox,EPAC2 ag,Nrf2 inh,CCT chaperon mod,Akt phos inh
O=C1NC(=O)C(=Cc2ccc(Sc3ccccc3)o2)C(=O)N1,-3%,-49%,2%,22%,-7%,9%,-2%,-0.8,i
COc1ccccc1CC(=O)N1CCN(CCc2ccccc2)CC1,0%,1%,2%,0.1%,0%,5%,1%,0.4,i
COc1ccc(C(=O)C2(C)N(O)C(C)C(c3cccs3)=[N+]2[O-])cc1 (stereo unspecified),-2%,-16%,4%,-0.6%,-20%,2%,-8%,0.6,.
CC(C)OC(=O)c1cc(C(=O)c2cc(Cl)ccc2O)coc1=N,0%,-22%,-2%,3.7%,-1%,-3%,?,0.3,i
Cc1ccc(NP(=O)(Oc2ccccc2F)Oc2ccccc2F)cc1C,1%,?,?,8.2%,?,-4%,?,1.1,i
O=c1[nH]c(=O)n(CCc2ccccc2)c(O)c1C=NCCN1CCNCC1,-2%,-4%,11%,2.1%,-1%,-3%,4%,2.9,i
Cc1ccccc1-c1nc(CN2C(=O)CN=C(c3ccccc3)c3ccccc32)c(C)o1,.,?,.,-1.1%,-11%,.,?,.,.
C[C@]12CCC3C(CC[C@H]4[C@H](O)[C@H](O)CC[C@]34C)C1CC[C@@H]2O (stereo partly specified),.,0%,18%,0.1%,-1%,8%,2%,-1.3,i
O=c1c2ccccc2ncn1-c1ccc([N+](=O)[O-])c(C(F)(F)F)c1,2%,0%,8%,6.8%,2%,-4%,13%,-1.8,i
COC(=O)C1=C(c2ccc(-c3ccccc3)c(F)c2)C[C@@H]2CC[C@H]1N2C(=O)NCCNC(C)=O,1%,-11%,-14%,3.1%,0%,1%,-20%,-2.7,i
CC(=O)c1cn(Cc2ccc(F)cc2)c2ccccc12,1%,?,-5%,1.6%,7%,14%,?,-0.8,i
O=C(Cc1cc(=O)oc2cc(O)ccc12)NN=Cc1ccc(N(CCCl)CCCl)cc1,.,12%,-4%,12%,1%,3%,-4%,-1.9,i
CCN(CC)P(c1n(C)cc[n+]1C)N(CC)CC,0%,1%,-8%,-0.5%,0%,0%,9%,0.2,i
C=CCn1c(O)c(C(C)=NCc2ccco2)c(=O)[nH]c1=O,-1%,-2%,17%,5.2%,-17%,8%,?,-1.1,i
CCCCn1c(NS(=O)(=O)c2ccccc2)c(C(=O)OCC)c2nc3ccccc3nc21,45µM*,-12%,-6%,0.6%,?,11%,?,-2.4,i
CCCNC(=O)N1[C@H]2CC[C@@H]1C(C(=O)OC)=C(c1ccc(C(C)=O)cc1)C2,-1%,-6%,10%,-0.9%,-6%,5%,9%,-0.8,i
Cc1cc(C)nc(-n2c(C)nc3cc(Cl)ccc3c2=O)c1,-1%,10%,2%,-0.2%,-21%,-3%,2%,-6.3,i
COc1ccc(-n2nnnc2C(c2ccccc2)N2CCC(n3c(=O)[nH]c4ccccc43)CC2)cc1 (stereo unspecified),.,8.9µM*,11%,-1.1%,.,23%,.,-1.4,i
C=C(C)C1(CCCC)C(=O)NC(=S)NC1=O,.,-5%,10%,-0.6%,-4%,-6%,-1%,-1.8,i
C=CCn1c(O)c(C=NC2CCN(Cc3ccccc3)CC2)c(=O)[nH]c1=O,3%,-4%,-2%,3.6%,-18%,7%,?,1.9,i
Cc1[nH]n(-c2ccccc2)c(=O)c1C(c1cccc([N+](=O)[O-])c1O)c1c(C)[nH]n(-c2ccccc2)c1=O,-2%,?,-11%,5.1%,0%,1%,-21%,1.0,i
CCOc1ccc(N2C(=O)NC(=O)/C(=C/c3cnc(SC)nc3)C2=O)cc1,3%,3%,-6%,0.2%,4%,6%,11%,-0.4,i
C=CCn1c(O)c(C(CC)=Nc2ccc(N(CC)CC)cc2)c(=O)[nH]c1=O,0%,-3%,4%,-0.1%,-2%,-14%,-4%,-7.0,i

# 8 successive records already listed:
SMILES,Mm-Cpn inhibitor,TGFb SMAD3 inh,EPAC2 antag,Nrf2 activator,A549 tox,EPAC2 ag,Nrf2 inh,CCT chaperon mod,Akt phos inh
Cc1ccccc1-c1nc(CN2C(=O)CN=C(c3ccccc3)c3ccccc32)c(C)o1,.,?,.,-1.1%,-11%,.,?,.,.
C[C@]12CCC3C(CC[C@H]4[C@H](O)[C@H](O)CC[C@]34C)C1CC[C@@H]2O (stereo partly specified),.,0%,18%,0.1%,-1%,8%,2%,-1.3,i
O=c1c2ccccc2ncn1-c1ccc([N+](=O)[O-])c(C(F)(F)F)c1,2%,0%,8%,6.8%,2%,-4%,13%,-1.8,i
COC(=O)C1=C(c2ccc(-c3ccccc3)c(F)c2)C[C@@H]2CC[C@H]1N2C(=O)NCCNC(C)=O,1%,-11%,-14%,3.1%,0%,1%,-20%,-2.7,i
CC(=O)c1cn(Cc2ccc(F)cc2)c2ccccc12,1%,?,-5%,1.6%,7%,14%,?,-0.8,i
O=C(Cc1cc(=O)oc2cc(O)ccc12)NN=Cc1ccc(N(CCCl)CCCl)cc1,.,12%,-4%,12%,1%,3%,-4%,-1.9,i
CCN(CC)P(c1n(C)cc[n+]1C)N(CC)CC,0%,1%,-8%,-0.5%,0%,0%,9%,0.2,i
C=CCn1c(O)c(C(C)=NCc2ccco2)c(=O)[nH]c1=O,-1%,-2%,17%,5.2%,-17%,8%,?,-1.1,i

# From PubChem
